PHOSPHO1 block – inhibitors of human PHOSPHO1 phosphatase. 290,000 tested, 1.1% active. AID 1565. Q8TCT1. recombinant PHOSPHO1, absorbance phosphatase assay. inhibition, % at 13.3 µM; in the data active means inhibition above about 60%
MEKK2mut PB1 HTS – signal of MEK5 binding to mutant human MEKK2 PB1 domain | percent response, % at 10 µM | 290,000 tested, 0.35% active | bead flow cytometry, Alexa488-MEK5 binding to MEKK2 mutant; in the data active means percent response above about 24%, passing the limit was not always enough; further: inactives centre near 1; some results filed as inactive read as strong as hits; reference of the scale not given here
GPR7 antag – antagonists of human GPR7 (neuropeptides B/W receptor 1); GPR7-expressing cells, fluorescence antagonist assay; inhibition, % at 4.4 µM; 290,000 tested, 1.1% active; AID 1861; in the data active means inhibition above about 16%, passing the limit was not always enough;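 further: cells stimulated with the agonist NPW; 0% = agonist with vehicle and 100% = vehicle without agonist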
Target sequence (P48145 whole entry, looked up): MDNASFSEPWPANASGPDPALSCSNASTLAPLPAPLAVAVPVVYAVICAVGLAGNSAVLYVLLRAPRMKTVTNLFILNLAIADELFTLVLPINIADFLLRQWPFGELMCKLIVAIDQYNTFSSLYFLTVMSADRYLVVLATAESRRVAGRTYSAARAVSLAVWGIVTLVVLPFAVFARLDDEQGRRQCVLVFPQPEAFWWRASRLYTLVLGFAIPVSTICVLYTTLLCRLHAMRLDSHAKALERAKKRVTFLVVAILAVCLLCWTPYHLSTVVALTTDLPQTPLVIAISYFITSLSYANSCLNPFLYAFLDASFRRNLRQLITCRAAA
MEKK3 PB1 HTS – raises or lowers MEK5 binding to the human MEKK3 PB1 domain. Q99759. bead-based flow cytometry, Alexa488-MEK5 binding to MEKK3; actives lie on both sides; 0 = blocked by unlabeled MEK5, 100 = vehicle. binding response (% of control), % at 10 µM. 290,000 tested, 1.4% active;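 active means binding response more than 3 SD above or below the average of its plate-row segment, actives on both sides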;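 further: Alexa488 bead fluorescence after subtracting the streptavidin-only scavenger bead signal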
Target sequence (Q99759 whole entry, looked up, the tested form may be a part): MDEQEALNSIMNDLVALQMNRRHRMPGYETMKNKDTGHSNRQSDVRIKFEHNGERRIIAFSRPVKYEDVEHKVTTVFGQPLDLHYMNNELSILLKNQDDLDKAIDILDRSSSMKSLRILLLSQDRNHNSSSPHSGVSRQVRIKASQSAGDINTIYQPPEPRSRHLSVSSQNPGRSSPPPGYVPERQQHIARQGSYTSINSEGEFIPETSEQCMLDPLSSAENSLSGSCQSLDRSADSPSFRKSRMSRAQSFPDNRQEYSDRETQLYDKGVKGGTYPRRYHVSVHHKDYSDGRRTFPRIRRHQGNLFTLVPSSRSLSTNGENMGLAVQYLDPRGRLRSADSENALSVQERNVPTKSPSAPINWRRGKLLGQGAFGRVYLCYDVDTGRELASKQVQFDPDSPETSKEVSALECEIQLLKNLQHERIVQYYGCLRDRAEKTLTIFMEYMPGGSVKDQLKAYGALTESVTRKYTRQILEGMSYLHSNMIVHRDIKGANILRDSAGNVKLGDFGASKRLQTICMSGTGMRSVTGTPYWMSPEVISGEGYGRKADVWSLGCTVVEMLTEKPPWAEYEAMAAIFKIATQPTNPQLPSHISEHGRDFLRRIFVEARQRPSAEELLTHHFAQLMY
OXTR agonist – agonists of human oxytocin receptor. 320,000 tested, 0.32% active. P30559. activation, % at 3 µM. CHO-OTR cells, Fluo-8 calcium fluorescence; normalized: DMSO 0%, oxytocin 100%. AID 2435;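 active means activation above the mean of all tested compounds plus 3 SD, cutoff set per screening run, cut at about 20% in these data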;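 further: peak over basal fluorescence ratio from a 100 s FLIPR kinetic read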
NALP1 inh – blocks the NALP1 inflammasome reconstituted in yeast | inhibition, % at 10 µM | S. cerevisiae NALP1/ASC/caspase-1 growth, X-gal OD620, 72 h | 280,000 tested, 0.61% active | AID 2071; in the data active means inhibition mostly above about 24%, no sharp cut-off; inactive means mostly below about 32%; further: some compounds called inactive have numbers as strong as hits
MEKK2 WT-MEK5 – raises or lowers MEK5 binding to wildtype human MEKK2 PB1 domain. binding response (% of control), % at 10 µM. Q9Y2U5. 290,000 tested, 1.1% active. bead flow cytometry, Alexa488-MEK5 binding to MEKK2 WT; actives lie on both sides; in the data active means binding response below about 67% or above about 130%
PfM18AAP inh – PfM18AAP enzyme inhibition; inhibition, % at 7.35 µM; recombinant PfM18AAP, H-Glu-NHMec fluorogenic cleavage; 290,000 tested, 1.2% active;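 active means inhibition above the campaign mean inhibition over all tested compounds plus 3 SD, cut at about 28% in these data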;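 further: 0% = plate median of test compound wells and 100% = 2 mM ZnCl2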
FID counter – fluorescent intercalator displacement, NS3 helicase counter-screen; 290,000 tested, 0.17% active; DNA fluorescent intercalator displacement, fluorescence; inhibition, % at 7.9 µM; AID 1845; in the data active means inhibition above about 37%;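 further: 0% = vehicle and 100% = reference compound; higher means more ethidium bromide displaced from hairpin DNA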
* hit, by the source's call; nt = no result given. This is a random part of the collection; 6.2% or so of the library scored in one or more.

Sequence of screens – PHOSPHO1 block	MEKK2mut PB1 HTS	GPR7 antag	MEKK3 PB1 HTS	OXTR agonist	NALP1 inh	MEKK2 WT-MEK5	PfM18AAP inh	FID counter
> O=C(O)C1CC=CCC1C(=O)Nc1cccc(Cl)c1 (stereo not given)
    2	2	-18	99	-0.4	4	102	-8	2
> COc1cccc(-c2ccc(NC(=O)C3CCCN(Cc4cnc(C)n4C)C3)cc2)c1 (stereo not given)
    16	6	-2	103	2.1	14	122	2	34
> CCOCCCNC(=O)CCCC1=NS(=O)(=O)c2ccccc2N1
    -17	-2	5	94	-1.1	18	95	-5	3
> CCCCCC(=O)Nc1cc(S(=O)(=O)N2CCOCC2)ccc1N1CCN(C)CC1
    33	6	-10	100	1.0	20	106	1	6
> Cc1ccc(CNC(=O)C2CCN(S(=O)(=O)c3ccc4nc5c(c(C(=O)O)c4c3)CC(C)CC5)CC2)cc1 (stereo not given)
    26	-1	27*	98	-0.2	17	100	6	-22
> CCOC(=O)Cc1c(C)nc2c(-c3ccccc3)c(C)nn2c1C
    -6	1	-7	104	-1.1	-2	106	5	-19
> Cc1ccc(NC(=S)NNS(=O)(=O)c2ccc3ccccc3c2)cc1Cl
    -10	5	-15	103	-0.2	1	104	7	-4
> CC(=O)Nc1ccc(NC(=O)c2cc(-c3cc(C)cc(C)c3O)n[nH]2)cc1
    nt	0	-1	99	-1.1	16	102	4	-15
> O=C(/C=C/c1ccc(F)cc1)c1ccccc1Br
    -14	3	1	103	-2.5	55*	103	2	-8
> CCc1ccc(OCC(=O)NC2CC(C)(C)NC(C)(C)C2)cc1
    57	-3	-5	98	-0.2	-9	103	-10	7
> CC(C)(C)C(=O)Cn1nnc(-c2ccc(C(F)(F)F)cc2)n1
    42	1	-6	101	-2.6	-18	95	0	-7
> CCn1ncc(C2=NOC(C(=O)Nc3c(C)nn(Cc4ccc(F)cc4)c3C)C2)c1C (stereo not given)
    -7	6	-7	105	2.9	12	105	5	-28
> COc1ccc(N2CC(O)=C(c3nc(-c4ccc(F)cc4)cs3)C2=N)cc1OC
    28	2	-9	102	-1.0	0	100	3	-9
> O=C(OCCOc1cccc(Cl)c1)c1ccc2ncsc2c1
    39	-2	-4	100	-0.1	-1	99	0	-19
> CCc1nc(OCc2ccccc2)c2sc3nc4c(cc3c2n1)COC(C)(C)C4
    -3	4	1	102	-0.8	4	106	13	-2
> COCCNC(=O)Cn1c(=O)oc2cc(S(=O)(=O)N3CC(C)CC(C)C3)ccc21 (stereo not given)
    22	-1	8	100	-0.2	3	98	-5	-27
> CCOC(=O)C1CCCN(C(=O)c2ccc(OC)c([N+](=O)[O-])c2)C1 (stereo not given)
    -8	-2	3	96	-0.9	27	100	-10	-3
> O=C(OC1CCOC1=O)c1cc(-c2cccs2)nc2ccccc12 (stereo not given)
    -13	-6	-4	99	2.0	3	92	-2	-3
> Cc1ccc2sc(NNC(=O)c3cc(=O)c4ccccc4o3)nc2c1C
    36	-4	-11	96	0.4	18	93	30*	-12
> CC1CCN(C(=S)c2ccccc2O)CC1
    -24	-6	-11	93	0.4	9	91	-51	-4
> NC(=O)Nc1ccc(Nc2ccccc2)cc1
    -6	-10	7	86	2.9	8	91	5	2
> Oc1ccccc1C1=Nc2nc3ccccc3n2C(c2ccccc2)C1 (stereo not given)
    0	9	-10	104	1.0	10	99	-5	-4
> O=C1CCC/C(=N/NC(=O)c2ccc(CN3c4cccc5cccc(c45)S3(=O)=O)cc2)C1
    -18	-2	-11	99	-0.5	18	98	19	-24
> COc1ccc(NC(=O)CSc2nc(-c3ccc(C)cc3)cc(C(F)(F)F)c2C#N)cc1
    8	4	-9	104	-0.1	1	106	1	0
> COC(=O)c1cc(NS(=O)(=O)c2ccc(N3CCOCC3)c([N+](=O)[O-])c2)cc(C(=O)OC)c1
    -2	0	-10	93	-0.4	23	94	3	-8
> Cc1ccc(NC(=O)N(Cc2nc3ccccc3c(=O)[nH]2)Cc2cccs2)cc1
    -21	2	-11	99	0.8	27	100	-19	-19
> Cc1ccc2nc(-c3ccc(NC(=O)CN(C)S(=O)(=O)c4ccccc4)cc3)sc2c1
    -12	-5	1	99	-1.1	6	91	-2	-2
> COC(=O)c1ccc(NC(=O)c2ccc(F)cc2)o1
    7	3	-10	101	2.4	-7	102	-8	-3
> Cc1ccc(CN2CCN(C(=O)C3CCC3)CC2)cc1
    -1	11	-3	106	0.7	-10	108	0	-7
> COc1ccccc1N(C)S(=O)(=O)c1ccc(C(=O)NC2CCCCCC2)cc1
    28	-19	6	92	2.1	23	88	-9	-38
> COc1ccc(/C=N/NC(=O)Cc2csc(Nc3cccc(C(F)(F)F)c3)n2)c(OC)c1
    2	nt	-9	nt	-1.6	8	nt	8	-11
> Cc1cc(C)cc(N(CCC(=O)Nc2nnc(C3CC3)s2)S(=O)(=O)c2ccc(Cl)cc2)c1
    5	0	-6	104	-0.7	15	101	2	-7
> Cn1cnc2c1c(=O)n(Cc1cccc(F)c1)c(=O)n2C
    24	8	-19	104	1.2	-1	112	-4	-4
> COc1cccc(/C=N/Nc2nc3ccccc3[nH]2)c1O
    29	-19	-13	63	-0.6	10	75	30*	3
> CC(C)c1ccc(NC(=O)NCc2ccccn2)cc1
    38	8	-7	101	-0.6	19	105	-7	-13
> Cc1cccc(NC(=O)C2(c3cccs3)CCOCC2)c1
    -10	-2	-10	103	-1.3	23	102	1	-12
> O=C(Cc1c[nH]c2ccccc12)Nc1nccs1
    -4	0	5	96	4.1	22	99	-3	0
> COc1ccc(OC)c(-n2nnnc2SCC(=O)NCCc2ccccc2)c1
    -1	-14	2	85	3.8	10	85	0	-31
> COc1cccc(-c2n[nH]c3c2CCC3)c1
    40	1	-5	100	-2.5	0	96	2	-10
> COC(=O)c1cc(NS(=O)(=O)c2ccc(OC)c(OC)c2)ccc1Cl
    -2	-2	-12	95	5.2	26	98	-13	-8
> Cc1ccnc(NS(=O)(=O)c2ccc(NC(=O)c3ccc([N+](=O)[O-])s3)cc2)n1
    12	-2	-10	87	0.7	17	94	0	-3
> CCOC(=O)c1nnc2ccnn2c1N
    -16	-3	-9	97	-0.1	-3	95	-5	6
> N#CCN1CCN(CC(=O)c2ccc(Br)cc2)CC1
    46	-19	-9	88	-1.7	nt	91	6	-10
> Cc1cc(C)n2nc(C(=O)N(C)C(c3ccccc3)c3ccccc3)nc2n1
    -18	-3	10	73	0.2	-3	81	-5	-23
> Cc1cccc(OCc2nc(C#N)c(NCc3ccc4c(c3)OCO4)o2)c1
    -14	2	17	111	-1.5	0	101	0	-11
> CCN1C(=O)c2ccccc2Sc2ccc(C(=O)NCCCN3CCCCC3)cc21
    42	4	5	104	1.4	30	114	1	15
> NC(=O)C1CCN(C(=O)CSc2nc3ccccc3[nH]2)CC1
    2	2	-8	104	1.0	-14	107	-6	0
> Cc1cc(C)c(S(=O)(=O)NCc2ccc3c(c2)OCO3)c(C)c1
    25	3	7	103	nt	13	105	-3	-24
> Cc1ccc(CSc2nnc(SCC(=O)N/N=C/c3ccc(C(=O)O)cc3)s2)cc1
    -175	0	-9	100	-0.3	nt	101	-7	-33
> COc1ccc(OC)c(CNC(=O)C2CCC(=O)N(CCCN3CCCC3=O)C2)c1 (stereo not given)
    36	-2	-7	98	nt	4	102	0	-12

Full records from above. Order of screens: PHOSPHO1 block | MEKK2mut PB1 HTS | GPR7 antag | MEKK3 PB1 HTS | OXTR agonist | NALP1 inh | MEKK2 WT-MEK5 | PfM18AAP inh | FID counter
Cc1ccc(CSc2nnc(SCC(=O)N/N=C/c3ccc(C(=O)O)cc3)s2)cc1 in the list: -175 | 0 | -9 | 100 | -0.3 | nt | 101 | -7 | -33
CCOC(=O)c1nnc2ccnn2c1N in the list: -16 | -3 | -9 | 97 | -0.1 | -3 | 95 | -5 | 6
COc1ccc(OC)c(CNC(=O)C2CCC(=O)N(CCCN3CCCC3=O)C2)c1 (stereo not given) in the list: 36 | -2 | -7 | 98 | nt | 4 | 102 | 0 | -12

(list continues)
Sequence of screens – PHOSPHO1 block	MEKK2mut PB1 HTS	GPR7 antag	MEKK3 PB1 HTS	OXTR agonist	NALP1 inh	MEKK2 WT-MEK5	PfM18AAP inh	FID counter
> COc1ccccc1N1CCN(C(=O)Nc2ccc(F)c(Cl)c2)CC1
    -3	-4	-4	99	1.6	-3	95	1	-20
> Nn1c(Cc2cccc3ccccc23)n[nH]c1=S
    40	-12	1	95	0.8	-17	94	32*	-5
> S=C(Nc1ccccc1Cl)NC1CCC(NC(=S)Nc2ccccc2Cl)CC1 (stereo not given)
    41	-13	-11	84	1.0	0	75	-2	-2
> CC(C)(C)C(=O)Nc1cc2c3c(c1)CCC(=O)N3CCC2
    19	2	-3	101	0.5	0	101	-4	-6
> COc1ccc(NC(=O)COC(=O)c2ccc(NS(=O)(=O)/C=C/c3ccccc3)cc2)cc1
    -10	0	-2	105	4.1	36	116	7	-9
> Cc1ccc(OCC(=O)N2CCCCC2)c(Br)c1
    -8	-1	-20	88	-2.4	14	87	-1	-16
> CCOc1cc(N2CCOCC2)c(OCC)cc1NC(=O)CN1CCCC1
    6	1	8	132*	-0.9	17	108	-7	5
> O=C(COc1c(Br)cc(Br)c2cccnc12)N1CCc2ccccc2C1
    10	3	6	95	-1.6	4	102	-10	-4
> Cc1cc(C(=O)Nc2ccc(OCc3ccccc3)cc2)c(C)o1
    47	-9	4	66	-2.1	10	81	3	-8
> CCN(C(=O)COC(=O)c1cc(-c2ccccc2)nc2c1c(C)nn2-c1ccccc1)C1CCS(=O)(=O)C1 (stereo not given)
    -1	-2	-2	96	4.9	2	94	-8	5
> CC(Oc1ncnc2ccccc12)C(=O)Nc1cccc(S(=O)(=O)N2CCOCC2)c1 (stereo not given)
    10	-2	0	102	0.6	23	97	-6	-14
> Cc1ccc2c(Cl)cc(Cl)c(OCC(=O)O)c2n1
    18	1	-4	129*	-0.3	2	113	4	-7
> CC(=O)N1CCN(c2nc(CC(C)C)c3c(c2C#N)CCC3)CC1
    11	nt	-4	nt	-2.1	-3	nt	1	-38
